Screening data: PubChem BioAssay, National Center for Advancing Translational Sciences (NCATS)
aSyn yeast inh: qHTS of alpha-syn Inhibitors | Yeast expressing alpha-synuclein, growth rescue, BacTiter-Glo, 24 h | Potency, µM (highest dose often 46.1 µM), for inactives: at the highest dose growth rescue (activation), actives largely listed as activators | 370,000 tested, 0.14% active | AID 652106, 2013; also: potency is read from the fitted curve at half-maximal effect; % of control where 0% means no effect; nearly all actives have a fitted effect of over 65% in size
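Readout is rescue of growth in alpha-synuclein-expressing yeast, so inhibitors of toxicity appear as activators. Growth after 24 hr at 30 deg C in galactose medium is quantified by luminescence.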
D3 antag: qHTS of D3 Dopamine Receptor Antagonist: qHTS | 360,000 tested, 2.5% active | D3R cells, DiscoveRx beta-arrestin luminescence, antagonist mode; hits give low values | AID 652054, 2013 | max response, negative = inhibition, % | D(3) dopamine receptor (Homo sapiens), P35462; in the data active = max response below about -50%; inconclusive = no clear call, values can overlap the other calls; also: % is scaled to controls: 0 for no effect and ±100 for the full control effect; mostly tested at two doses, the higher about 12 µM
Target sequence (P35462 whole entry, looked up): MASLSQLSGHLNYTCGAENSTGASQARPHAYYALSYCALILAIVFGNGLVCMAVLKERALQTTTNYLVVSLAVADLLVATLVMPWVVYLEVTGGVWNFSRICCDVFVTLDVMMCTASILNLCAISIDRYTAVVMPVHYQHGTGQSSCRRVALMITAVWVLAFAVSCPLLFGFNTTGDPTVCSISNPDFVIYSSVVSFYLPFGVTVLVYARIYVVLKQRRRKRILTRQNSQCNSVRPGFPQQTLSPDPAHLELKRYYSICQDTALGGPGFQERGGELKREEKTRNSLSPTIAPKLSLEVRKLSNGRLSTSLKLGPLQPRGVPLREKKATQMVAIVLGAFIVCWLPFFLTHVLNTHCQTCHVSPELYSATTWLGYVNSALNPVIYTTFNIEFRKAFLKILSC
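Cells expressing the human receptor were seeded at 1500 cells/well, incubated overnight at 37 degrees C in 5% CO2, then exposed to library compounds with dopamine controls for 90 minutes at 37 degrees C before luminescent detection.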
HEK293 tox: qHTS of GLP-1 Receptor Inverse Agonists: Cytotox Screen | HEK293 cAMP-luciferase reporter cells, luminescence, 24 h | Potency, µM (top dose mostly 38.3 µM), inactives show at the highest dose activity change, negative = inhibition, hits mostly inhibitors | 410,000 tested, 0.13% active | AID 624418, 2012;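 also: loss of luciferase light is scored as toxicity; potency is read from the fitted curve at half-maximal effect; % is scaled to controls: 0 for no effect and ±100 for the full control effect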
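Seeding density was 200 cells/uL; after overnight-length (12 h) culture, 23 nL compounds went on for 24 h at 37 °C. Readout used a luciferase detection reagent, luminescence taken after 12 min at room temperature.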
TDP43 rescue: qHTS of TDP-43 Inhibitors; TDP-43 expressing yeast growth rescue, BacTiter-Glo, 24 h; Potency, µM (doses to about 46.1 µM), for inactives: at the top dose growth rescue (activation), actives largely listed as activators; 410,000 tested, 1.8% active; also: potency is read from the fitted curve at half-maximal effect; % of control where 0% means no effect; nearly all actives have a fitted effect of over 50% in size
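Yeast cells expressing TDP-43 under galactose induction are exposed to compounds for 24 hr at 30 deg C. BacTiter-Glo luminescence measures growth, so protective compounds score as activators.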
KB-V1 cytotox: qHTS assay for MDR1-selective chemotherapeutics: Primary screen using the drug-selected MDR subline cells KB-V1. KB-V1 MDR cells viability, CellTiter-Glo, 72 h. Potency, µM (highest dose often 46.1 µM), for the others: at the top dose activity change, negative = cytotoxicity, hits mostly cytotoxic. 400,000 tested, 3.4% active. AID 1347076, 2019; also: potency is read from the fitted curve at half-maximal effect; % is scaled to controls: 0 for no effect and ±100 for the full control effect; nearly all actives have a fitted effect of over 60% in size
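Luminescent ATP read-out (CellTiter-Glo, 10 min) measures survival of drug-selected KB-V1 MDR cells after 72 h, 37 degrees C compound exposure. Medium: phenol-red-free DMEM, 10% FBS. Values from fitted concentration-response curves.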
GLP1R inv ag: qHTS of GLP-1 Receptor Inverse Agonists (Inhibition Mode) | HEK293 GLP-1R CRE-luciferase, luminescence, 24 h; GLP-1R form is constitutively active | Potency, µM (highest dose often 38.3 µM), without a hit: at the top dose activity change, negative = inhibition, usual class: inhibitors | Glucagon-like peptide 1 receptor (Homo sapiens), P43220 | 410,000 tested, 1.6% active; also: potency is read from the fitted curve at half-maximal effect; % is scaled to controls: 0 for no effect and ±100 for the full control effect; nearly all actives have a fitted effect of over 55% in size
Target sequence (P43220 whole entry, looked up): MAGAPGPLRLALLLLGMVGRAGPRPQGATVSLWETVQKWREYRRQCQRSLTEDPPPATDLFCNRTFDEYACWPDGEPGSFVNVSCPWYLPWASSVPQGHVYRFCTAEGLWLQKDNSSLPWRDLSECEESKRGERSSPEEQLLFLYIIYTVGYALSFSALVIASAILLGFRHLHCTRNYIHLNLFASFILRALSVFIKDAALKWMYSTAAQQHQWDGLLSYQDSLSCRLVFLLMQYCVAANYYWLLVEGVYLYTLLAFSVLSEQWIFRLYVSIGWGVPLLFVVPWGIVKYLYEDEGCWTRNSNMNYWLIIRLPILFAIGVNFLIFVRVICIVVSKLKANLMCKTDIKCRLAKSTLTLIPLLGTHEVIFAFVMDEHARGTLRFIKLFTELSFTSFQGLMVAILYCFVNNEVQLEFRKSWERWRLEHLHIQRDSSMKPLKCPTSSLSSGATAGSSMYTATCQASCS
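HEK293 cells stably co-expressing constitutively active GLP-1R and a cAMP-responsive luciferase reporter were seeded in DMEM with 10% Nu serum, given compounds after 12 h, and incubated 24 h at 37 deg C. Luminescence was then read.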
D3 ag: qHTS of D3 Dopamine Receptor Agonist: qHTS. D(3) dopamine receptor (Homo sapiens), P35462. D3R DiscoveRx beta-arrestin cells, luminescence, 90 min. max activation, %. 410,000 tested, 0.58% active. AID 652048, 2013; in the data active = max activation above about 30%; also: 0% is about no effect; mostly tested at two doses, the higher about 12 µM
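Cells at 1500/well, incubated overnight, then treated with pinned compounds (dopamine as control) for 90 min at 37 degrees C. DiscoveRx reagent added for 30 - 60 minutes at room temperature; luminescence read.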
PTHR1 agonist: qHTS for PTHR1 Agonists: Primary Screen; Parathyroid hormone/parathyroid hormone-related peptide receptor (Homo sapiens), Q03431; HEK293 GP2 PTHR1 cells, GloSensor cAMP luminescence, 1 h; Potency, µM (top dose mostly 115 µM), for inactives: top-dose activation, actives largely listed as activators; 410,000 tested, 0.075% active; AID 743266, 2014; also: potency is read from the fitted curve at half-maximal effect; nearly all actives have a fitted effect of over 55% in size; some results filed as inactive show a strong effect at the top dose; inactives centre near -15; many of its hits are not listed in these tables
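HEK-293-derived GP2 cells expressing PTHR1 and a GloSensor cAMP reporter, 3,000/well, plated overnight, given luciferin plus IBMX (each 0.5 mM as added) for 1 h at 37 °C, then compound for 1 h at 37 °C. Luminescence was read after 15 min at room temperature.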
GLP1R ag: qHTS of GLP-1 Receptor Agonists; Glucagon-like peptide 1 receptor (Homo sapiens), P43220; HEK293 GLP-1R CRE-luciferase, luminescence, 4-6 h; cells express a hypersensitive GLP-1R form; Potency, µM (doses to about 45.6 µM), inactives show at the top dose activation, hits mostly activators; 380,000 tested, 0.007% active; also: potency is read from the fitted curve at half-maximal effect; % of control where 0% means no effect
* marks the source's active call; other numbers are inactive results; i = inactive; ? = inconclusive; . = not tested or not shown; [ ] = dose if it differs, or a comment. Unless noted, calls follow the shape of the dose curve; as a rule, active = well fitted curve in the direction sought with a large enough effect; inconclusive = small, poorly fitted or top-dose-only effect, or another doubt; inactive = no such curve, though single readings can be large; an effect the other way counts as inactive or inconclusive. The list is partial; rates above refer to the full screens.

Each structure is followed by: aSyn yeast inh	D3 antag	GLP1R inv ag	TDP43 rescue	HEK293 tox	KB-V1 cytotox	PTHR1 agonist	GLP1R ag	D3 ag
CCCCN(C(=O)c1ccc(-c2ccc([N+](=O)[O-])cc2)o1)c1c(N)n(CC(C)C)c(=O)[nH]c1=O
  -3.1%	0.9	5.5%	12.6%	1.3%	6.2%	-94.8%[inhibitor]	-6.5%	5.6
COc1cccc(NC(=O)CN(C)C(=O)Cn2c(=O)oc3ccccc32)c1
  -3.7%	-13.8	3.1%	0.0%	9.3%	-7.0%	13.3%	0.9%	-16.1
CCCn1nc(C(=O)Nc2ccc(S(=O)(=O)Nc3nccs3)cc2)c2ccccc2c1=O
  -1.1%	17.7	4.5%	3.0%	6.3%	5.5%	-9.6%[57.5 µM]	-2.4%	-0.5
C[C@@H]1CN([C@H](C)CO)S(=O)(=O)c2ccc(C#CC3CCCCC3)cc2O[C@H]1CN(C)C(=O)Cc1ccncc1
  2.4%	-18.9	?	20.6%	-24.7%	0.0%	-52.5%[inhibitor]	7.0%	-3.7
Cc1ccc(Nc2ccccc2)nn1
  -0.7%	10.0	29.3%	-12.9%	-5.2%	13.1%	i	-1.2%	9.2
C=CCn1c(C2CCCCC2)n[nH]c1=S
  4.1%	-9.4	-2.2%	12.9%	?	0.0%	i	-10.4%	5.0
CC(C)(C)n1cnc2cc(NC(=O)c3ccco3)ccc21
  -1.2%	-19.2	?	20.0%	-0.3%	-22.0%	-9.2%	0.0%	-3.3
COc1ccc(NC2=C(c3ccccc3)C(=O)c3ccccc32)cc1Cl
  .	.	6.7%	3.9%	-12.7%	-12.4%	-53.7%[inhibitor]	.	-18.5
O=C(C1CCC(C(=O)N2CCCCC2)CC1)N1CCCCC1 (stereo not given)
  4.9%	-9.7	-1.1%	3.7%	21.1%	?	-4.7%	-16.1%	3.5
OCc1ccc(N=Nc2ccccc2)cc1
  2.1%	38.0	4.1%	?	-2.0%	15.1%	i	8.2%	2.4
CC(C)Oc1cccc(C(=O)NC(=S)Nc2ccc(Cl)c(C(=O)O)c2)c1
  -11.9%	-87.6*	30.6%[activator]	4.6%	5.9%	0.9%	-11.3%[57.5 µM]	2.7%	-1.4
CC(CNC(=O)CCc1nnc(CCC2CCCCC2)o1)c1ccccc1 (stereo not given)
  0.4%	-18.6	?	-6.5%	-4.6%	?	-21.5%	10.2%	-9.1
CCCS(=O)(=O)N1CC(=O)N(c2cccc(F)c2)C(C)(C(=O)NC2CCCCCC2)C1 (stereo not given)
  .	.	8.5%	6.7%	1.7%	1.3%	i	.	-10.5
O/N=C\c1cccn1-c1nccs1
  -4.9%	-19.5	-6.7%	5.2%	-4.2%	3.8%	i	-14.6%	-5.4
CCC(=O)N1CCc2cc(S(=O)(=O)NC(CC(C)C)C(=O)Nc3cccc(C)c3C)ccc21 (stereo not given)
  .	.	4.0%	-9.7%	-8.5%	-27.6%	18.1%	.	-16.5
COc1cc(OC)c2c(-c3cccc(-c4ccoc4)c3)cc(=O)oc2c1
  24.7%	38.3	?	0.4%	-21.6%	0.0%	i	26.0%	-3.9
COc1cccc(C(=O)N(Cc2nc(-c3ccc(C)cc3)no2)C(C)C)c1
  13.3%	8.0	0.0%	-23.1%	3.9%	-25.9%	i	5.2%	-4.1
CCOc1ccccc1CNC(=O)Nc1cn(CC(C)C)c(=O)c2ccccc12
  7.9%	.	3.8%	?	21.0%	2.6%	5.3%	5.8%	-5.9
COc1ccc(/C=C2\CCC/C(=C\C=N\N(C)C)C2=O)cc1
  -3.4%	-0.2	0.0%	4.9%	2.9%	?	-43.0%[inhibitor]	29.2%	-1.3
COC(=O)COc1cccc(NC(=O)c2cccs2)c1
  -5.8%	13.4	17.3%	6.2%	81.7%[activator]	0.4%	i	0.8%	-1.3
CCOC(=O)CCc1c(C)c2ccc(OCC(=O)N3CCOCC3)c(C)c2oc1=O
  3.5%	1.5	14.9%	-5.0%	-3.3%	-4.6%	-23.6%	2.1%	1.4
O=C(Nc1cc([N+](=O)[O-])ccc1F)c1cccs1
  -1.5%	-14.4	29.3%	8.6%	-6.8%	?	i	6.4%	-2.8
Cc1ccc(C(=O)N/C(=C\c2ccc(-c3ccccc3[N+](=O)[O-])o2)C(=O)NCCN(C)C)cc1
  10.0%	14.7	?	-15.3%[1.82 µM]	-12.9%	?	i	7.5%	-13.7
COC(=O)c1[nH]cnc1C(=O)c1ccccc1
  -11.9%	-8.0	7.5%	-12.2%	-4.7%	0.8%	?	5.3%	-3.1
CCOC(=O)c1nnn(C(CC)C(=O)Nc2ccc(F)cc2)c1C(=O)OCC (stereo not given)
  .	.	6.9%	3.1%	-1.8%	?	i	.	-13.9
CN(Cc1cccc(F)c1)C(=O)C1CC(=O)N(c2ccc3c(c2)OCCO3)C1 (stereo not given)
  1.3%	1.7	-8.6%	28.6%	6.3%	-20.7%	26.5%	-4.4%	4.0
CC(=O)N1CCN(c2ccc(NC(=O)c3cccc(Cl)c3Cl)cc2)CC1
  -8.3%	?	-11.8%	-24.2%	-7.3%	-9.2%	-37.4%[inhibitor]	8.1%	-8.4
CCc1noc(C)c1C(=O)N(Cc1ccccc1)c1c(N)n(CCOC)c(=O)[nH]c1=O
  1.7%	6.6	1.3%	10.4%	1.0%	?	i	-3.4%	5.0
CCN(CC)S(=O)(=O)c1ccc2[nH]c(=O)cc(C(=O)N(C)C3CCS(=O)(=O)C3)c2c1 (stereo not given)
  3.1%	11.3	3.6%	8.8%	-22.7%	?	i	-2.1%	1.6
O=C(CNC(=O)c1ccncc1)Nc1ccc(F)c(F)c1
  -0.4%	1.9	-4.3%	0.3%	-5.4%	0.9%	-7.6%	3.2%	-2.7
CCN(CC)CCCOc1ccc(C)cc1Br
  -9.0%	-74.6*	?	12.2%	-10.9%	-4.8%	i	-2.4%	1.4
Nc1nnc(CSCc2ccccc2)s1
  -0.8%	19.0	-0.2%	-2.5%	2.1%	15.9%	i	0.0%	7.4
O=C(NCCN1CCOCC1)c1cc(-c2ccco2)on1
  4.6%	-3.0	47.5%[activator]	27.2%	3.8%	?	i	-2.6%	-2.6
O=C(NCCCNc1ccc([N+](=O)[O-])cc1)C(F)(F)F
  6.5%	-4.7	12.0%	2.5%	?	0.0%	-19.2%	-3.3%	-4.0
NC(=O)NC(=O)CSc1nnc(-c2ccc(Cl)cc2)n1CC1CCCO1 (stereo not given)
  -12.5%	2.2	0.6%	0.1%	-8.5%	-21.8%	i	9.5%	-0.4
COc1ccc(NC(=O)CSc2nncn2C)c([N+](=O)[O-])c1
  -0.1%	16.5	9.2%	-12.7%	-5.3%	5.5%	-12.6%[57.5 µM]	-8.0%	1.8
CCn1ccnc1CN1CCCC(C(=O)c2ccc3cc(OC)ccc3c2)C1 (stereo not given)
  0.0%	?	?	-18.9%	?	?	i	12.3%	-15.1
COc1ccc(-c2noc(COc3ccc(C)cc3C)n2)cc1OC
  .	.	?	0.0%[9.22 µM]	-5.9%	-1.5%	i	.	29.2
Cc1cnccc1CNC(=O)CC1C(=O)NCCN1CC(C)(C)C (stereo not given)
  -10.4%	-9.5	-10.6%	-17.6%	-12.5%	2.2%	i	1.5%	4.7
N/C(=N\OC(=O)c1cccs1)C1(c2ccc(Cl)cc2Cl)CC1
  -44.5%[inhibitor]	10.7	?	-57.4%[inhibitor]	16.8%	-0.8%	i	15.3%	3.4
COc1ccc(N2C(=O)C3CCCN3C2c2cccc(F)c2)cc1Cl (stereo not given)
  2.3%	6.9	0.2%	-8.2%	53.9%[activator]	0.4%	6.2%	10.9%	-1.0
O=S(=O)(Nc1nc2ccccc2nc1NCC1CCCO1)c1ccccc1 (stereo not given)
  4.8%	-10.0	20.7%	4.2%	-5.1%	19.3%	-15.0%	8.3%	-3.4
Cc1cccc(CN2CCN(C(=S)Nc3ccccc3)CC2)c1
  0.8%	-10.6	?	16.0%	12.2%	4.4%	25.0%	2.9%	-6.7
CC1=Nc2ccccc2/C1=C/c1c(N)n2c(S(=O)(=O)CC(C)C)nsc2nc1=O
  -5.6%	-11.3	?	-19.1%[0.397 µM]	?	3.5%	i	-0.8%	2.5
CCOC(=O)N1CCN(C(=O)C[C@@H]2C[C@@]3(C(=O)OC)CC(C)(C)CC=C3N(Cc3ccco3)C2=O)CC1
  2.1%	-6.3	-19.4%	11.0%	-1.9%	-19.3%	i	.	-7.3
CCCCn1c2ccc(F)cc2c2nnc(SCCN3CCOCC3)nc21
  9.3%	6.8	44.1%[activator]	6.6%	12.3%	?	i	27.0%	9.8
CN(Cc1cn(Cc2cccc(Cl)c2)nn1)C1CN(Cc2cn(Cc3cccc(Cl)c3)nn2)S(=O)(=O)C1 (stereo not given)
  0.5%	0.7	?	11.8%	-17.1%	?	-45.4%[inhibitor]	4.5%	1.2
